High-throughput results as filed in PubChem.
Rab9 promoter act = Rab9 promoter activation | Huh7 Rab9 promoter-luciferase reporter, luminescence, 24 h | Potency, µM (top dose mostly 9.22 µM), inactives show at the top dose activation, negative = inhibition, actives largely listed as activators | 2.8% of 320,000 active; note: potency is the fitted concentration of half-maximal effect; % of control where 0% means no effect; nearly all actives have a fitted effect of over 60% in size
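Luminescence read-out: Huh7 cells stably expressing Rab9-luciferase, treated 24 h with compound at 37 °C, then lysed with luciferase reagent for 10 min at ambient before reading.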
ELG1 genotox = inducers of genotoxicity in HEK293T ELG1-luciferase cells; HEK293T ELG1-luciferase reporter, luminescence, 16 h; Potency, µM (titrated, usually from 46 µM), without a hit: at the highest dose activity change, positive = activation, usual class: activators; 1.3% of 330,000 active; AID 504466; note: potency is the fitted concentration of half-maximal effect; % of control where 0% means no effect; nearly all actives have a fitted effect of over 60% in size
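DMSO vehicle served as control against compound-treated ELG1-luciferase HEK293T cells; exposure lasted 16 hr at 37 °C and 5% CO2, followed by ONE-Glo luminescence detection after 30 min.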
TRPV1 ag = agonists of human vanilloid receptor 1 (TRPV1); TRPV1-expressing cells, Fluo-8 calcium influx, agonist mode; activation, % at 8.33 µM; 0.19% of 320,000 active; in the data active = activation above about 80%; inconclusive = between about 30% and that limit; note: 0% is about no effect
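TRPV1-expressing cells were cultured overnight at 35.5C and loaded with Fluo-8 calcium dye for 40 to 90 min at room temperature. After a 10 s baseline, compound was added and calcium influx was read kinetically for 3 min (ex 480/em 520 nm).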
ELG1 DNA repair = ELG1-dependent DNA repair inhibition | AID 504467 | 2.3% of 330,000 active | Potency, µM (titrated, usually from 46.1 µM), inactives show top-dose activity change, negative = inhibition, actives largely listed as inhibitors | HEK293T ELG1-luciferase reporter, luminescence, 16 h; DNA damage induced by 5-fluorouridine; note: potency is the fitted concentration of half-maximal effect; % is set by controls: 0 for no effect and ±100 for the full control effect; nearly all actives have a fitted effect of over 55% in size
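Reporter activity after DNA damage by 5-fluorouridine is monitored. Compound-treated cells incubate 16 hr at 37 °C, then ONE-Glo is added for 30 min before luminescence reading.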
RORg inh = inhibitors of mouse ROR gamma transcriptional activity | P51450 | Drosophila S2 Gal4-RORgamma UAS-luciferase reporter, 20 h | Potency, µM (series often up to 53.6 µM), for the others: top-dose activity change, negative = inhibition, usual class: inhibitors | 5.4% of 310,000 active; note: potency is the fitted concentration of half-maximal effect; % is set by controls: 0 for no effect and ±100 for the full control effect; nearly all actives have a fitted effect of over 60% in size
Target sequence (P51450 whole entry, looked up, the tested form may be a part): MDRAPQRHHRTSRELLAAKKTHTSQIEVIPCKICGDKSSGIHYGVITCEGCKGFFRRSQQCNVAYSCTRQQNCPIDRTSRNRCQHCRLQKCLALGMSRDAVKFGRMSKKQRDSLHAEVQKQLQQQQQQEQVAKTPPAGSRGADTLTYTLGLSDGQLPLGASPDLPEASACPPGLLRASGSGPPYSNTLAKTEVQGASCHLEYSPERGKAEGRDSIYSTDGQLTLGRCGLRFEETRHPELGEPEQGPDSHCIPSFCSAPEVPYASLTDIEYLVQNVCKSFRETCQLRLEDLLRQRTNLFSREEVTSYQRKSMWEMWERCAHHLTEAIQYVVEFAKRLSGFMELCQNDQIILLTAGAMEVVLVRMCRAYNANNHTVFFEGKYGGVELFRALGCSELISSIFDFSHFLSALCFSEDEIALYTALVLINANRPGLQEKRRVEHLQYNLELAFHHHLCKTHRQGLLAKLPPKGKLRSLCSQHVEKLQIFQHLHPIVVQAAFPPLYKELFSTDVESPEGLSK
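Read-out: Photinus luciferase luminescence; inhibitors lower reporter signal. Insect Schneider cells with Gal4-ROR gamma fusion under metallothionein promoter, UAS reporter; 700 uM final copper sulfate induction, 20 hr, ambient temperature.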
Tb PFK inh = blocks T. brucei phosphofructokinase; T. brucei PFK, ADP-Glo luminescence; Potency, µM (highest dose often 57.5 µM), for the others: at the highest dose activity, negative = inhibition, most hits filed as inhibitors; AID 485367; 0.17% of 330,000 active;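 note: potency is the fitted concentration of half-maximal effect; 0% = uninhibited 1x PFK enzyme wells and -100% = no-enzyme wells; nearly all actives have a fitted effect of over 60% in size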
Target sequence (O15648 whole entry, looked up): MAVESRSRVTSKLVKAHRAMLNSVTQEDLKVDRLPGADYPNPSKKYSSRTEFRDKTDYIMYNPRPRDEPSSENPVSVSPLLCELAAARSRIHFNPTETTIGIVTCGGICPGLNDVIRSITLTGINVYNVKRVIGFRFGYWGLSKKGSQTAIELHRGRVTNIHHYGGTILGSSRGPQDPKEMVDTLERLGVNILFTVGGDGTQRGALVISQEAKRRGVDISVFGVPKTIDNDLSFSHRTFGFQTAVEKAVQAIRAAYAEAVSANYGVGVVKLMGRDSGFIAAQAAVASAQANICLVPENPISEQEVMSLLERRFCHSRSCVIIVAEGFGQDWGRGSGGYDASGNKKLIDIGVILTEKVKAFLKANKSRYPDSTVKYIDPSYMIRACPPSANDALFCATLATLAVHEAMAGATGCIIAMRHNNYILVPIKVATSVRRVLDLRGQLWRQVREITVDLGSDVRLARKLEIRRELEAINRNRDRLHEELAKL
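Luminescent ADP detection (ADP-Glo, two-step: ATP depletion then ADP-to-ATP conversion for luciferase) reported PFK activity after 45 min room-temperature reaction of 1.25 nM enzyme with 0.5 mM F6P and 0.1 mM ATP at pH 8.0.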
NPC1 promoter act = activators of NPC1 promoter; AID 485313; Huh7 NPC1 promoter luciferase reporter, 24 h; 2.4% of 320,000 active; Potency, µM (top dose mostly 9.22 µM), for the others: at the top dose activation, usual class: activators;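 note: potency is the fitted concentration of half-maximal effect; % of control where 0% means no effect; nearly all actives have a fitted effect of over 60% in size; reporter is driven by a mutant NPC1 promoter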
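NPC1 promoter–luciferase Huh7 cells; 24 h compound; luminescence.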
p53 reactivation = mutant p53 re-activation in reporter cells; AID 504706; 0.063% of 320,000 active; H1299 p53-A138V BP100-luciferase reporter, luminescence, 24 h; Potency, µM (series often up to 92.2 µM), for the others: at the highest dose activity change, positive = activation, usual class: activators; note: potency is the fitted concentration of half-maximal effect; % of control where 0% means no effect; nearly all actives have a fitted effect of over 45% in size
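p53-null H1299 cells stably carrying temperature-sensitive p53-A138V and a BP100-luciferase reporter were pinned with compounds (4-point, 1:5 series) and held 24 hrs at 37 deg C. Luminescence was read 10 min after detection reagent.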
FLuc modulator = inhibits or activates purified firefly luciferase, miR-21 counter-screen | purified FLuc, Km substrates, luminescence inhibition | Potency, µM (doses to about 57.5 µM), for the others: at the top dose activity change, negative = inhibition, usual class: inhibitors | P08659 | 6.9% of 360,000 active | AID 588342;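 note: potency is the fitted concentration of half-maximal effect; plate controls were vehicle for no effect and reference inhibitor for full effect; nearly all actives have a fitted effect of over 55% in size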
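Biochemical qHTS of compounds, final roughly 60 µM downward over six points, against 10 nM purified firefly luciferase using Km concentrations of substrates (10 uM D-luciferin, 10 uM ATP) in Tris acetate pH 7.5 buffer; luminescence output.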
BRCA1 expr up = increases BRCA1 expression. MCF7-BRCA1-FFLuc reporter, luminescence, 48 h; response scale: scaled: vehicle 0%, 10 µM genistein 100%. Potency, µM (top dose mostly 46.1 µM), without a hit: at the top dose activation, actives largely listed as activators. 1.1% of 380,000 active. AID 624202; note: potency is the fitted concentration of half-maximal effect; nearly all actives have a fitted effect of over 80% in size; some results filed as inactive show a strong effect at the top dose
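Reporter cells (MCF7, BRCA1 promoter-firefly luciferase) received library compounds across a concentration series for 48 h. End-point luminescence was measured and concentration-effect curves derived after normalization.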
VP16 counter = counter-screen for ROR gamma inhibitors: Gal4-VP16 reporter. 3.5% of 310,000 active. Drosophila S2 Gal4-VP16 UAS-luciferase, luminescence, 20 h. AID 2546. Potency, µM (series often up to 53.6 µM), for inactives: top-dose activity, negative = inhibition, most hits filed as inhibitors;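 note: Gal4-VP16 expression switched on by copper sulfate through the metallothionein promoter; potency is the fitted concentration of half-maximal effect; % is set by controls: 0 for no effect and ±100 for the full control effect; nearly all actives have a fitted effect of over 50% in size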
Active calls of the source: *; ? = inconclusive; . = not tested or not shown; & = joins results of further samples; [ ] = dose if it differs, or a comment. Unless noted, calls come from the whole dose curve; as a rule, active = well fitted curve in the direction sought with a large enough effect; inconclusive = small, poorly fitted or top-dose-only effect, or another doubt; inactive = no such curve, though single readings can be large; an effect the other way counts as inactive or inconclusive. Random draw from the library. Share with any hit: about 15%.

SMILES	Rab9 promoter act	ELG1 genotox	TRPV1 ag	ELG1 DNA repair	RORg inh	Tb PFK inh	NPC1 promoter act	p53 reactivation	FLuc modulator	BRCA1 expr up	VP16 counter
Cc1ccc(N=Nc2c(=O)[nH]n3c(=O)cc(C)[nH]c23)cc1	7%	?	-1	?	-43%	?	6%	17%	15µM*	36%	-19%
Cc1csc(=O)n1CC(=O)Nc1nc2ccccc2s1	3%	-3%	6	28%	.	1%	0%	-1%	-6%	13%	.
CCC1CCCCN1CCCNC(=O)c1nn(C)c2c1CS(=O)(=O)c1ccccc1-2 (configuration not stated)	-3%	7%	0	?	-23%	-2%	-3%	-11%	0%	-9%	4%
COc1cc(OC)cc(C(=O)N2CCN(Cc3ccccc3C(F)(F)F)CC2)c1	8%	-1%	3	-21%	18%	-4%	-1%	-12%	2%	3%	-5%
Cc1cc(C(F)F)nn1CC(=O)Nc1cc([N+](=O)[O-])ccc1F	-6%	-1%	-1	-19%	3%	-1%	-1%	-7%	-1%	-12%	-7%
Cc1ccc(NC(=O)c2ccc(S(=O)(=O)N3CCCC3)cc2)nc1	14%	1%	86*	22%	.	0%	11%	0%	1%	43%	.
CC(=O)c1ccc(N(C(=O)c2csnn2)C(C(=O)NC2CCCC2)c2ccccc2)cc1 (configuration not stated)	-4%	-4%	4	-2%	6%	-1%	-3%	-6%	1%	-20%	8%
O=C(Cc1ccccc1)NCCc1cnc[nH]1	-2%	-3%	0	-15%	7%	0%	-7%	4%	-1%	2%	8%
Cc1nnc(N(C(=O)c2cnccn2)c2ccccc2)s1	2%	5%	-2	10%	-23%	1%	-4%	-10%	5%	6%	3%
O=C(Nc1ccc(N2CCCC2)c(Cl)c1)c1ccco1	0.5µM*	?	?	?	26%	-2%	1.4µM*	?	4.8µM*	?	-23%
COc1cc(OC)c2c(C)cc(=O)oc2c1C(CCN1CCOCC1)c1ccc2c(c1)OCO2 (configuration not stated)	-8%	7%	26	?	-20%	5%	-4%	-3%	0%	-4%	-21%
Cc1onc(-c2ccccc2)c1C(=O)OCC(=O)Nc1ccccc1	-2%	-1%	25	3%	.	-3%	-2%	3%	3%	-24%	.
CCOc1cc(C(C#N)N2CCCCC2)ccc1OC (configuration not stated)	-5%	-1%	1	?	-20%	0%	-1%	3%	-5%	-1%	-5%
COc1ccc(-c2[nH]ncc2CN(C)Cc2c(C)n[nH]c2C)c(OC)c1	-5%	1%	2	5%	-1%	-4%	4%	3%	-13%	1%	0%
CC(=O)N1CCN(CC(=O)Nc2ccccc2Sc2ccccc2)CC1	-4%	-4%	1	-23%	?	-4%	-4%	-10%	8%	-107%[inhibitor]	-7%
Cc1ccc(-n2ncc3c(=O)n(CC(=O)N4CCN(c5ccccc5F)CC4)cnc32)cc1C	-4%	5%	0	8%	-5%	5%	-2%	?	1%	1%	-16%
Cc1ccc(S(C)(=O)=NC(=O)c2cc(C)on2)cc1 (configuration not stated)	0%	4%	0	?	-11%	4%	0%	2%	-3%	-4%	-5%
Cn1c(SCC(=O)OC2CCCCC2)nnc1-c1ccc(S(=O)(=O)N2CCCC2)cc1	-3%	-3%	-3	?	11%	1%	-1%	0%	9%	6%	1%
Cc1ccc(C(=O)O)cc1NS(=O)(=O)c1ccc2c(c1)oc(=O)n2C	6%	-2%	2	2%	19%	5%	3%	0%	0%	-16%	-2%
O=C(Nc1ccc(F)cc1)c1cc(-c2ccccc2)no1	-4%	-2%	13	5%	-4%	-1%	-3%	-2%	2%	-3%	-2%
CCOC(=O)NC1=NCC(C)S1 (configuration not stated)	11%	3%	5	7%	1%	0%	0%	1%	2%	0%	3%
CCOC(=O)[C@H]1[C@H]2COc3ccc(Cl)cc3[C@@H]2N2C(=O)c3cc(Cl)ccc3NC(=O)[C@@]12C	1%	-2%	?	?	.	0%	-1%	-5%	-2%	-7%	.
Cc1ccc(C(=O)COC(=O)CN2C(=O)C3C4CC(C(Br)C4Br)C3C2=O)cc1 (configuration not stated)	-4%	1%	0	0%	-1%	-5%	1%	6%	?	-6%	-3%
Cc1nc2ccccc2n1CCOc1ccc([N+](=O)[O-])cc1	-10%	-6%	6	-20%	22%	-3%	-4%	-4%	-1%	-1%	6%
COc1cccc(NC(=O)c2c(C)nn(-c3ccccc3)c2Cl)c1	?	0%	?	?	?	1%	18%	.	17µM*	60%	29%
COc1ccc(CCNC(=O)C(=O)NCCC2CCCCN2S(=O)(=O)c2ccccc2)cc1 (configuration not stated)	-11%	-1%	17	-28%	.	3%	6%	4%	5%	-36%	.
O=C(NCCCn1ccnc1)C1CCCN(S(=O)(=O)c2ccc(F)cc2)C1 (configuration not stated)	-7%	1%	-1	2%	-12%	-2%	-1%	13%	2%	-3%	3%
CCOc1ccc(CC(=O)NCC(=O)NCc2cc(=O)n(C)c(=O)n2C)cc1	-2%	0%	1	12%	-21%	?	-3%	16%	5%	4%	-3%
CCOC(=O)N1CCN(/C=C(\C#N)c2nc3ccccc3s2)CC1	?	5%	17	-11%	?	0%	28%	12%	?	39%	6%
C=C(C)CN(CC)C(=O)CCc1nnc(CCCc2ccccc2)o1	3.2µM*	?	4	?	?	-1%	3.5µM*	16%	12µM*	?	22%
Cc1cc(OCC(=O)OCC(=O)N2CC(C)CC(C)C2)ccc1Cl (configuration not stated)	0%	0%	6	7%	.	3%	-3%	-7%	1%	2%	.
Cc1ccc2c(c1)nc(NCCO)n2C	5%	0%	-1	?	-4%	1%	2%	0%	-13%	47%	-4%
COc1cc(-c2c(C#N)c(N)nc3c2c(C)nn3-c2ccc(C)c(C)c2)cc(OC)c1OC	16%	4%	-4	?	15%	2%	14%	-9%	2%	-82%	4%
OC1C=CSc2nc3ccccc3n21 (configuration not stated)	-1%	12%	2	0%	-38%	-3%	2%	?	2%	-34%	-2%
Cc1ccc[n+](C2C(c3ccc([N+](=O)[O-])cc3)C(C#N)=C([S-])NC2(O)C2CC2)c1 (configuration not stated)	-1%	1%	-2	-2%	-21%	-6%	-2%	4%	-3%	-5%	25%
COc1ccc(/C=N/Nc2cc(=O)n(C)c(=O)n2C)cc1OC	4%	22%	3	-2%	-7%	0%	-3%	-2%	?	-14%	25%
Cc1cc(C(=O)Nn2cnc3ccccc3c2=O)ccc1[N+](=O)[O-]	-1%	.	6	.	30%	-12%	-1%	.	-17%	2%	2%
CC(C)NC(=O)CSc1nc2[nH]ncc2c(=O)[nH]1	6%	?	0	26%	-10%	-4%	0%	2%	0%	-2%	4%
Cc1ccc(C)c(OCCC(=O)OCC(=O)N2CCN(S(=O)(=O)c3ccc(Cl)cc3)CC2)c1	1%	7%	-3	?	.	-2%	-10%	-18%	8%	-34%	.
CCC(C(=O)NC1C(=O)N2C(C(=O)O)=C(CSc3nnc(C)s3)CSC12)c1ccccc1 (configuration not stated)	-1%	3%	-2	14%	.	9%	0%	16%	-2%	-5%	.
CCCCN(C(=O)C1CCCC1)c1c(N)n(CCC)c(=O)[nH]c1=O	-4%	1%	2	2%	.	0%	-5%	-4%	4%	-1%	.
COc1cc(CNn2c(C)n[nH]c2=S)cc(Br)c1OCC(=O)NC(C)(C)C	8%	0%	2	20%	-4%[1.91 µM]	2%	0%	.	-2%	-30%	1%
CC(C)Cn1cc(C(=O)NCC2CCCO2)c2c3ccccc3n(C)c2c1=O (configuration not stated)	-8%	0%	7	?	0%	0%	-3%	-4%	?	0%	-2%
O=[N+]([O-])c1cccc2cn[nH]c12	-19%[46.1 µM]	9%	-2	11%	?	-24%	4%[46.1 µM]	-1%	-1%	2%	-16%&-4%&-3%
Cc1ccc(S(=O)(=O)N2CCOCC2)cc1C(=O)NCc1ccccc1CN1CCCC1	-4%	-2%	-1	5%	.	1%	-1%	-5%	1%	-1%	.

Single records (already shown):
O=[N+]([O-])c1cccc2cn[nH]c12 reads Rab9 promoter act = -19%[46.1 µM]; ELG1 genotox = 9%; TRPV1 ag = -2; ELG1 DNA repair = 11%; RORg inh = ?; Tb PFK inh = -24%; NPC1 promoter act = 4%[46.1 µM]; p53 reactivation = -1%; FLuc modulator = -1%; BRCA1 expr up = 2%; VP16 counter = -16%&-4%&-3%
CC(C)Cn1cc(C(=O)NCC2CCCO2)c2c3ccccc3n(C)c2c1=O (configuration not stated) reads Rab9 promoter act = -8%; ELG1 genotox = 0%; TRPV1 ag = 7; ELG1 DNA repair = ?; RORg inh = 0%; Tb PFK inh = 0%; NPC1 promoter act = -3%; p53 reactivation = -4%; FLuc modulator = ?; BRCA1 expr up = 0%; VP16 counter = -2%
